Sm TGR block = qHTS Assay for the Inhibitors of Schistosoma Mansoni Peroxiredoxins | Schistosoma mansoni thioredoxin glutathione reductase (TGR), Q962Y6 | purified TGR, DTNB reduction, TNB absorbance 405 nm | Potency, µM (top dose mostly 114 µM), for inactives: at the highest dose activity change, negative = inhibition, usual class: inhibitors | actives 3% (n = 360,000) | AID 485364, 2010; further: potency means the concentration at half of the fitted maximal effect; nearly all actives have a fitted effect of over 60% in size
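TGR 20 nM + NADPH 100 uM (dispensed conc.), cpd preinc 15 min RT; start with NADPH (500 uM addition) then DTNB (15 mM addition). Kinetic TNB absorbance, 405 nm filter. Four-parameter Hill fit across titration.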
FBPA Giardia inh = qHTS Assay for Inhibitors of Fructose-1,6-bisphosphate Aldolase from Giardia Lamblia; purified Giardia FBPA; Potency, µM (top dose mostly 59.6 µM), for the others: at the highest dose activity, negative = inhibition, actives largely listed as inhibitors; actives 0.71% (n = 290,000); AID 2451, 2010; further: potency means the concentration at half of the fitted maximal effect; nearly all actives have a fitted effect of over 55% in size
Target sequence (A8B2U2 whole entry, looked up): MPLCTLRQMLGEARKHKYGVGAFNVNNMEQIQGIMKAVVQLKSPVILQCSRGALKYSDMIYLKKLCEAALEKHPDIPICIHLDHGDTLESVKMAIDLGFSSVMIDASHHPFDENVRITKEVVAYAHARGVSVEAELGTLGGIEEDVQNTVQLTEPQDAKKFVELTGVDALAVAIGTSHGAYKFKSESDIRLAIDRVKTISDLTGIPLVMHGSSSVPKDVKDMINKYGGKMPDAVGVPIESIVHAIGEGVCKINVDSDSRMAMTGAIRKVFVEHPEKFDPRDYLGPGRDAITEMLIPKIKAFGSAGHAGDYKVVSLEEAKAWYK
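Giardia FBPA (40 nM reagent) was preincubated 10 min at RT with compound (up to 57.5 uM final), then substrate plus GAPDH/TPI/NAD/arsenate coupling system with diaphorase/resazurin was added; resorufin fluorescence (525/598 nm) was read after 20 min.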
HCMV inh = qHTS Assay for inhibitors of the human cytomegalovirus (HCMV); HFF cells, HCMV-luciferase reporter, 72 h; stronger effect = lower value; activity change, negative = inhibition, % at 57.5 µM; actives 4.5% (n = 410,000); in the data active means activity change below about -60%; inconclusive means no clear call, values can overlap the other calls; inactive means above about -39%
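Two compound doses tested in HFFs infected with HCMV-luciferase, MOI 1 PFU/cell, 72 h at 37C. Lysate luminescence read with OneGlo; data normalized against buffer-only and 10uM Salinomycin inhibitor controls.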
AMA1-RON2 inh = qHTS for Inhibitors of AMA1-RON; Towards Development of Antimalarial Drug Lead: Primary Screen. Plasmodium falciparum AMA1 (3D7) - RON2 peptide interaction. AlphaScreen AMA1-biotinylated RON2 peptide binding. Potency, µM (titrated, usually from 58.2 µM), inactives show at the highest dose activity change, negative = inhibition, hits mostly inhibitors. actives 0.2% (n = 360,000);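 further: potency means the concentration at half of the fitted maximal effect; 0% = vehicle wells and -100% = peptide control; nearly all actives have a fitted effect of over 45% in size; some results filed as inactive show a strong effect at the top dose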
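AMA1 (3D7) with his tag at 25 nM final met compounds first, then biotinylated RON2 peptide at 25 nM; detection used donor plus acceptor beads, 10 µg/mL apiece, read by AlphaScreen after 30 min at room temperature.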
AmpC inh detg = qHTS Inhibitors of AmpC Beta-Lactamase (assay with detergent). P00811. AmpC hydrolysis of nitrocefin, absorbance 480 nm, 0.01% Triton. Potency, µM (highest dose often 114 µM), for the others: top-dose activity change, negative = inhibition, actives largely listed as inhibitors. actives 0.041% (n = 370,000). AID 485294, 2010;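 further: potency means the concentration at half of the fitted maximal effect; 0% = no-compound wells and -100% = no-enzyme wells; nearly all actives have a fitted effect of over 25% in size; some results filed as inactive show a strong effect at the top dose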
Target sequence (P00811 whole entry, looked up): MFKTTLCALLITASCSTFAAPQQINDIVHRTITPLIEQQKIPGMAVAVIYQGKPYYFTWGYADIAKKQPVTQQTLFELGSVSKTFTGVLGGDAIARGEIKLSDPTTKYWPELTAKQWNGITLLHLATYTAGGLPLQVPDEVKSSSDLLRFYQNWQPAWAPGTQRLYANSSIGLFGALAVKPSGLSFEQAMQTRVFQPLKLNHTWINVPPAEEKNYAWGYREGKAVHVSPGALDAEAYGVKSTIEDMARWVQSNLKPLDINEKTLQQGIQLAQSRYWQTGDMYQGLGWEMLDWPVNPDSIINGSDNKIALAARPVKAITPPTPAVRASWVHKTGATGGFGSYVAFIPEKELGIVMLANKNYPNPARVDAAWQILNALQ
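AmpC (5.3 nM in the dispensed reagent) in 20 mM phosphate pH 7.0 with 0.01% (detergent screen) or 0.0001% Triton X-100 was preincubated with compounds for 15 min at room temperature. Nitrocefin was then added from an 800 uM solution, and hydrolysis was followed at 480 nm.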
HCV inhibitor = qHTS Assay for Inhibitors of Hepatitis C Virus (HCV); actives 3.4% (n = 340,000); Huh7.5.1 HCVcc-Cre infection, luciferase reporter, 44 h; AID 651820, 2012; Potency, µM (highest dose often 41.8 µM), for inactives: at the highest dose activity change, negative = inhibition, hits mostly inhibitors; further: potency means the concentration at half of the fitted maximal effect
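Infectious HCVcc-Cre (~0.5 moi) was added to cells just after compound, with cells seeded 4 h earlier at 1,000 per well. Luciferase activity after 44 h culture reported infection; substrate was incubated 15 min at room temperature before reading.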
* hit, by the source's call; ? = inconclusive; . = not tested or not shown; + = active, no number; & = joins results of further samples; [ ] = dose if it differs, or a comment. Unless noted, the call rests on the fitted dose curve; in most records, active means well fitted curve in the direction sought with a large enough effect; inconclusive means small, poorly fitted or top-dose-only effect, or another doubt; inactive means no such curve, though single readings can be large; an effect the other way counts as inactive or inconclusive. Unless noted, on the % scale 0 is the no-effect control and ±100 the full control effect.

SMILES	Sm TGR block	FBPA Giardia inh	HCMV inh	AMA1-RON2 inh	AmpC inh detg	HCV inhibitor
Cc1nc(CS(=O)c2ccc(Cl)cc2)cc(N2CCOCC2)n1 (stereo not given)	-16%	10%	-7	-7%	?	16%
O=C1CC(c2ccco2)Cc2nc(NCC3CCCO3)ncc21 (stereo not given)	?	-5%	6	-2%	?	26%
COc1cccc2c1cc1c(=O)n(CC(=O)NCCCc3ccccc3)nc(C)n12	-10%	.	.	1%	2%	-10%
CCOc1ccccc1C(=O)Nc1cc2c(cc1N1CCCC1)n(CC)c(=O)n2CC	-4%	.	-35	-23%	-4%	?
CN(C)/C=C(/C(=O)c1ccc(Cl)cc1)S(=O)(=O)c1ccccc1	4%	13%	13	-7%	?	10%
COc1cc(OC)c(OC)cc1CN1CCN(C(=O)c2cccc3ccccc23)CC1	0%	?	-6	?	-11%	-20%
COc1ccc(N2CCN(C(c3cccs3)c3nnnn3C3CCCC3)CC2)cc1 (stereo not given)	11%	-10%	?	-18%	?	-6%
CC(=O)Nc1c(C)ccc([N+](=O)[O-])c1C	.	.	-19	4%	.	11%
COc1cccc(-n2c(SCC(=O)Nc3cc(C)ccc3C)nc3c(oc4ccccc43)c2=O)c1	-1%	.	-4	.	5%	.
CCOC(=O)CC(=O)N/N=C/c1c(N)n(C)c(=O)n(C)c1=O	-1%	2%	-19	109%[activator]	-1%	19%
CCN(CC)CCCNC(=O)c1[nH]c2ccccc2c1Sc1ccc(Cl)cc1	5µM*	-10%	7	-6%	6%	?
C=CCSc1nccc(=O)[nH]1	0%	-20%	-9	-5%	-6%	0%
O=C(CNC(=S)NC(=O)c1ccc(Br)o1)c1ccccc1	-7%	1%	52	26%	-6%	?
Cc1ccc(CNC(=O)c2cc(C3CC3)nc3c2cnn3C(C)C)cc1	-12%	.	-5	42%[activator]	-2%	?
Cc1c(C(=O)NCc2cccnc2)oc2ccc(S(=O)(=O)N3CCCCC3)cc12	-11%	11%	-83*	1%	-4%	?
Cc1ccc(O)c(NC(=S)NC(=O)/C=C/c2ccco2)c1	.	-9%	-11	27%	0%	-5%
CCN(CC)C(=O)c1ccc(-c2nnc(Nc3ccc(C(=O)N(C)C)cc3)c3ccccc23)cc1	-3%	7%	65	-1%	-13%	-17%
CCOc1ccc2nc(N3CCCC(C(=O)Nc4cccc(Cl)c4C)C3)sc2c1 (stereo not given)	4%	.	81	.	14%	.
CCC1(C)Cc2c(sc3c2c(=O)n(C)c2nnc(SCC(=O)c4ccccc4)n32)CO1 (stereo not given)	.	.	-37	-1%	.	-6%
Cc1cc(Cl)ccc1OCc1nnc(-c2ccccc2C)o1	-1%	.	3	24%	-5%	7%
CCOC(=O)N1CCc2c(sc3c2c(=O)n(CCc2ccccc2)c(=O)n3CC(=O)Nc2cccc(C)c2)C1	7%	.	-20	.	10%	.
Cc1ccsc1CCN1C(=O)N(c2ccccc2)C(=O)C1CC(=O)Nc1ccc(Cl)cc1 (stereo not given)	-1%	.	2	.	-1%	.
CC(C)C[C@H]1COCCS(=O)(=O)N1Cc1ccccc1F	.	.	3	16%	.	20%
CCCCCCCN(C(=O)CCl)c1ccccc1C	?	5%	-83*	10%	-14%	?
CC(C)c1ccc(N2C(=O)CC(Sc3nc4ccccc4o3)C2=O)cc1 (stereo not given)	?	-26%	30	-6%	-5%	-16%
COc1cccc(NC(=O)c2cncs2)c1	5%	3%	21	1%	1%	6%
CC1CN(C(=O)c2ccc3c(c2)OCO3)OC(c2ccccc2)O1 (stereo not given)	-6%	3%	26	0%	1%	7%
O=[N+]([O-])c1ccc(Nc2ccc(Cl)cc2)nc1	5%	-4%	-37	-9%	-10%	2%
COc1ccc(NC(=O)N(C)C[C@H]2Oc3ccc(NS(=O)(=O)c4c(C)noc4C)cc3C(=O)N([C@H](C)CO)C[C@@H]2C)cc1	.	.	12	7%	.	17%
O=C(OCCN1C(=O)c2ccccc2C1=O)Oc1ccccc1	1%	.	-1	14%	-4%	?
O=C(CN(Cc1ccccc1)C(=O)CCC(=O)Nc1nccs1)NCC1CCCO1 (stereo not given)	1%	.	-13	-14%	4%	4%
COc1ccccc1NC(=S)NNC(=O)c1c(Cl)c(C)nn1C	32%	.	19	3%	?	2%
CCCOc1ccc(C2C3=C(Nc4nc(N)[nH]c(=O)c42)c2ccccc2C3=O)cc1 (stereo not given)	4%	4%	-67*	?	-12%	?
COc1ccccc1C(=O)NCc1n[nH]c(=S)n1Cc1ccccc1	-3%	-1%	1	19%	-1%	12%
C#CCn1c(S(=O)(=O)Cc2ccccc2Cl)nc(-c2ccccc2)c1-c1ccccc1	1%	-4%	-70*	-1%	2%	5%
COc1ccccc1CC(=O)NNC(=O)c1cccs1	14%	-1%	66	0%	4%	5%
COc1ccc(NC(=O)C2CCCN2S(=O)(=O)c2ccc3c(c2)CCC(=O)N3)cc1 (stereo not given)	0%	-6%	4	-12%	-18%	-12%
COc1ccc(S(=O)(=O)N(C)c2ccc(C(=O)NCc3ccco3)cc2)cc1	-22%	.	-26	0%	3%	2%
Cc1cc(C)c(OCCN2C(=O)NC(C)(C)C2=O)c(Cl)c1	-19%	-2%	7	12%	-9%	2%
CC(C)OC(=O)CSc1nnc(Cc2ccccc2)n1CC1CCCO1 (stereo not given)	11%	-1%	15	9%	1%	8%
Cc1ccc(C2N(c3cc(C)on3)C(=O)C3CCCN32)cc1 (stereo not given)	-16%	-2%	21	1%	-6%	17%
CCN(CC)CCNC(=O)Cn1cnc2sc(C)c(S(=O)(=O)N3CC(C)CC(C)C3)c2c1=O (stereo not given)	-1%	-1%	-19	2%	-2%	-1%
CS(=O)(=O)N1CCC(C(=O)Nc2ccc(F)cc2F)CC1	-2%	0%	14	9%	1%	-6%
CCOC(=O)CNC(=O)C1c2ccccc2Oc2ccccc21	-6%	7%	11	8%	-23%	16%
Cc1ccc(C(=O)Oc2cc(N)n(S(=O)(=O)c3ccc(F)cc3)n2)cc1	-13%	-1%	-22	-2%	-10%	12%
O=C(CSc1nc(-c2ccccc2)no1)N1CCN(c2ccccc2)CC1	9%	.	-9	.	2%	.
COc1ccc(NC(=O)c2ccc3c(c2)CCN3S(=O)(=O)c2ccccc2)cc1	1%&2%	8%	-36&-35	-1%	-10%&4%	?
CN(Cc1nc(CC2CC2)no1)CC12CC3CC(CC(C3)C1)C2	8%	2%	-18	-6%	5%	10%
O=C(CSc1nnc(-c2ccccc2Br)o1)N1CCN(C(=O)c2ccco2)CC1	-22%	-3%	-25	0%	?	6%
CC(=O)NC(NC(=S)N1CCCCCC1)C(Cl)(Cl)Cl (stereo not given)	0%	7%	9	16%	3%	7%
CCOc1ccccc1NC(=O)c1c(NC(=O)Cc2ccccc2)sc2c1CCCC2	8%	.	19	.	10%	.
COc1ccccc1Cn1c(SCC#N)nc2cc(C(=O)N3CCC4(CC3)OCCO4)ccc2c1=O	5%	-3%	-16	-1%	6%	?
CCC1([N+](=O)[O-])COP(N)(=O)OC1 (stereo not given)	.	.	?	3%	.	18%
Clc1ccc2c(N/N=C/c3cccnc3)ccnc2c1	0%	2%	?	4%	2%	-21%
CC(C)CC(=O)CC1(O)C(=O)Nc2ccccc21 (stereo not given)	36%	7%	-2	16%	-7%	-14%
CC(C)(C)c1ccc(-c2nnc(NC(=O)c3ccccc3)s2)cc1	7%	?	12	25%	?	-21%
COc1ccc(-n2nc(C(=O)NCC(=O)N3CCC(C)CC3)c3ccccc3c2=O)c(OC)c1	8%	10%	-8	-2%	-6%	?
Nc1nnc(CCS(=O)(=O)c2ccc(Cl)cc2)s1	0%	2%	-14	11%	?	-4%
O=C(N/N=C/C1CC=CCC1)c1cc(-c2cccnc2)nc2ccccc12 (stereo not given)	-19%	0%	-5	15%	?	-15%
O=C(O)[C@@H]1CCCN1C(=O)COc1ccc2c3c(c(=O)oc2c1)CCC3	-11%	9%	-10	11%	-7%	19%

Next entries follow:
SMILES	Sm TGR block	FBPA Giardia inh	HCMV inh	AMA1-RON2 inh	AmpC inh detg	HCV inhibitor
CCCCCc1cc(=O)oc2c(C(CCN(CC)CC)c3cc(OC)c(OC)c(OC)c3)c(OC)cc(OC)c12 (stereo not given)	13%	10%	?	-18%	2%	?
Cc1nc2ccc(NC(=O)c3cccc(C(F)(F)F)c3)cc2o1	-2%	-3%	-16	-2%	0%	?
Cc1nc2nc(SCC(=O)NCCN3CCOCC3)nn2c(C)c1Cc1ccccc1	9%	-1%	-2	-4%	1%	12%
CCc1ccc(CNC(=O)C2CCCN(c3nn4cc(-c5ccc(F)cc5)nc4s3)C2)cc1 (stereo not given)	7%	.	+	.	14%	.
CCNc1nc(NCC)nc(C(=O)Nc2ccccc2)n1	37%[activator]	.	7	-22%	?	?
CN(C)NC1CCS(=O)(=O)C1 (stereo not given)	1.6µM*	-21%	49	-8%	3%	16%
CC(=O)NCCSc1ccc(S(=O)(=O)N2CCCC2)cn1	-3%	.	-12	-1%	-3%	?
COc1ccc(Br)cc1CNC(=O)c1ccc2c(c1)N(C)CCS2	6%	-2%	0	-30%	-14%	?
Fc1ccc(-n2c(-c3cc(C4CC4)[nH]n3)n[nH]c2=S)cc1Cl	0%	-18%	7	51%[activator]	1%	19%
CCOc1ncccc1C(=O)OCC(=O)Nc1ccc(Cl)cn1	.	.	?	42%[activator]	.	0%
Cc1ccc(-c2nc3ccccc3o2)cc1NC(=S)NC(=O)c1cccs1	0%	-9%	27	2%	3%	?
Cc1ccc(CCNc2nc3c(S(=O)(=O)c4ccccc4)nnn3c3ccsc23)cc1	32µM*	.	-8	.	-3%	.
CCOc1ccc(N2CC(C(=O)NCCC3=CCCCC3)CC2=O)cc1 (stereo not given)	0%	5%	12	4%	7%	2%

Screens from PubChem BioAssay.
